High-throughput results from PubChem BioAssay.
influenza NS1A: H1N1 influenza NS1A inhibitors, functional cell based assay (AID 504329). NS1A functional cell-based assay, percent inhibition; higher % means a stronger effect. one-dose inhibition, % at 12.5 µM; IC50 in µM for titrated hits. 340,000 tested, 0.3% active; in the data active = a potency from the dose series; inconclusive = inhibition above about 27% without an active follow-up result; also: strong numbers were not always called active
Salmonella PhoP GFP: PhoP regulon inhibitors, Salmonella typhi PhoP promoter GFP reporter, confirmatory (AID 1850); inhibition, % at 50 µM; hits with a dose series show IC50 in µM; Salmonella Typhi PhoP-promoter GFP reporter, fluorescence, 4 h; higher % means a stronger effect; 310,000 tested, 0.33% active; in the data active = a potency from the dose series; inconclusive = inhibition mostly from about 25% at the one dose, without a potency; inactive = the rest, 99 in 100 with inhibition below about 19%;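 also: 0% = induced wells with vehicle and 100% = uninduced wells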
tuberculosis growth: growth inhibition of non-replicating M. tuberculosis (AID 488890) | one-dose inhibition, % at 25 µM; IC50 in µM for titrated hits | Mycobacterium tuberculosis non-replicating, growth inhibition; higher % means a stronger effect | 320,000 tested, 0.39% active; in the data active = a potency from the dose series; inconclusive = inhibition mostly from about 82% at the one dose, without a potency; inactive = the rest, 99 in 100 with inhibition below about 76%;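 also: plate controls were DMSO cells for no effect and high antibiotic wells for full effect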
inhibitors of VEEV: inhibitors of VEEV TC-83 cytopathic effect, confirmation, Vero cells (AID 588727) | Vero cells, VEEV TC-83 cytopathic effect inhibition; higher % means a stronger effect | 350,000 tested, 0.13% active | one-dose inhibition, % at 20 µM; IC50 in µM for titrated hits; in the data active = a potency from the dose series; inconclusive = inhibition mostly from about 14% at the one dose, without a potency; inactive = the rest, 99 in 100 with inhibition below about 12%; also: strong numbers were not always called active
M. tuberculosis HTS: M. tuberculosis growth inhibition, HTS (AID 449762). M. tuberculosis H37Rv growth inhibition, 7H9 media; higher % means a stronger effect. one-dose inhibition, % at 25 µM; IC50 in µM for titrated hits. 330,000 tested, 0.59% active; in the data active = a potency from the dose series; inconclusive = inhibition above about 70% without an active follow-up result;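 also: bacterial growth assessed after seven days of incubation; strong numbers were not always called active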
inhibitors of VEEV 10K pilot screen: further read-out of inhibitors of VEEV, marked with its call; inhibition, %; measured here: 10K pilot screen inhibition
Starred values were filed as active, the others as inactive; i = inactive; ? = inconclusive; · = no result given.

The first 14 records, ahead of the listing:
SMILES | influenza NS1A | Salmonella PhoP GFP | tuberculosis growth | inhibitors of VEEV | M. tuberculosis HTS | others
O=C(c1ccc(Cl)cc1)C1CCN(C(=O)c2ccccc2)CC1 | -12% | 1% | 2% | i | 7%
Cc1cccc(OCc2nnc(SCC(=O)OC3CCCCC3)o2)c1 | 1% | 5% | ? | 1.0% | 2%
CCCCN(C)C(=O)C1CCCN(S(=O)(=O)c2ccc3c(c2)CC(C)N3C(=O)C2CC2)C1 (stereo not drawn) | -8% | 2% | 4% | 0.5% | -6%
O=C(N/N=C/c1ccc(-c2cccc([N+](=O)[O-])c2)o1)c1ccc([N+](=O)[O-])cc1 | 2% | 0% | 0% | 0.9% | ?
CC(C)(O)C#Cc1ccc(CN2CCN(Cc3ccccc3)C(CCO)C2)s1 (stereo not drawn) | 0% | 0% | 9% | i | -4%
CCn1c(Nc2ccccc2Cl)nc2ccccc21 | · | -2% | -4% | 1.8% | 6%
O=C(O)c1cc(-c2ccccc2Cl)n(-c2ccccc2)n1 | -8% | -8% | 16% | 0.2% | 2%
Cc1ccc(NC(=O)Nc2c(C)n(C)n(-c3ccccc3)c2=O)cc1 | -20% | -9% | -3% | 0.3% | 5%
O=C(COC(=O)c1ccc(Br)o1)NCC1CCCO1 (stereo not drawn) | 5% | 2% | · | 2.4% | ·
CCOC(=O)N1CCC2CC1c1cc(Cl)ccc12 (stereo not drawn) | -13% | · | · | i | ·
N#Cc1cc2c(=O)n3ccccc3nc2n(Cc2ccco2)c1=NC(=O)c1ccco1 | 5% | -2% | -2% | 0.5% | 7%
CC(C)(C)OC(=O)CNC(=O)c1nc[nH]c1C(=O)N1CCNCC1 | -7% | -1% | -3% | 0.2% | 3%
Cc1sc2nc(CN3CCOCC3)[nH]c(=S)c2c1C | -1% | -3% | 73% | 3.6% | ?
Cc1oc(C(C)(C)C)cc1C(=O)N1CCN(c2ncccc2C(F)(F)F)CC1 | 4% | 7% | -10% | 3.4% | -4%

Main list (from the top)
SMILES | influenza NS1A | Salmonella PhoP GFP | tuberculosis growth | inhibitors of VEEV | M. tuberculosis HTS | others
O=C(c1ccc(Cl)cc1)C1CCN(C(=O)c2ccccc2)CC1 | -12% | 1% | 2% | i | 7%
Cc1cccc(OCc2nnc(SCC(=O)OC3CCCCC3)o2)c1 | 1% | 5% | ? | 1.0% | 2%
CCCCN(C)C(=O)C1CCCN(S(=O)(=O)c2ccc3c(c2)CC(C)N3C(=O)C2CC2)C1 (stereo not drawn) | -8% | 2% | 4% | 0.5% | -6%
O=C(N/N=C/c1ccc(-c2cccc([N+](=O)[O-])c2)o1)c1ccc([N+](=O)[O-])cc1 | 2% | 0% | 0% | 0.9% | ?
CC(C)(O)C#Cc1ccc(CN2CCN(Cc3ccccc3)C(CCO)C2)s1 (stereo not drawn) | 0% | 0% | 9% | i | -4%
CCn1c(Nc2ccccc2Cl)nc2ccccc21 | · | -2% | -4% | 1.8% | 6%
O=C(O)c1cc(-c2ccccc2Cl)n(-c2ccccc2)n1 | -8% | -8% | 16% | 0.2% | 2%
Cc1ccc(NC(=O)Nc2c(C)n(C)n(-c3ccccc3)c2=O)cc1 | -20% | -9% | -3% | 0.3% | 5%
O=C(COC(=O)c1ccc(Br)o1)NCC1CCCO1 (stereo not drawn) | 5% | 2% | · | 2.4% | ·
CCOC(=O)N1CCC2CC1c1cc(Cl)ccc12 (stereo not drawn) | -13% | · | · | i | ·
N#Cc1cc2c(=O)n3ccccc3nc2n(Cc2ccco2)c1=NC(=O)c1ccco1 | 5% | -2% | -2% | 0.5% | 7%
CC(C)(C)OC(=O)CNC(=O)c1nc[nH]c1C(=O)N1CCNCC1 | -7% | -1% | -3% | 0.2% | 3%
Cc1sc2nc(CN3CCOCC3)[nH]c(=S)c2c1C | -1% | -3% | 73% | 3.6% | ?
Cc1oc(C(C)(C)C)cc1C(=O)N1CCN(c2ncccc2C(F)(F)F)CC1 | 4% | 7% | -10% | 3.4% | -4%
CCOc1ccc(NC(=O)CSc2nnc(C)n2C2CC2)cc1S(=O)(=O)N1CCCC1 | -10% | · | · | 2.0% | ·
COc1ccc(C2C([N+](=O)[O-])=C(N)Oc3c2c(=O)oc2ccccc32)cc1 (stereo not drawn) | · | -4% | 33% | · | 3%
COCC1CCN(C(=O)c2ccc3oc(CCCc4ccccc4)nc3c2)C1 (stereo not drawn) | -2% | -5% | 11% | 1.8% | -13%
Cc1ccccc1-c1nc2cc(Cl)ccc2c(=O)o1 | -3% | 2% | ? | 0.5% | 40%
CCCCC(Br)C(=O)Nc1ccc(S(=O)(=O)Nc2cc(C)nc(C)n2)cc1 (stereo not drawn) | 7% | 4% | 45% | 12% | 1%
C[C@H](NC(=O)Cc1cccc2ccccc12)C(=O)N1CCOCC1 | -23% | · | -10% | ? | 5%
O=C(c1cn(-c2ccccc2)nc1-c1cccnc1)N1CCCC(C(F)(F)F)C1 (stereo not drawn) | 1% | -6% | -17% | 12% | -14%
COc1ccccc1C1CCN(Cc2ccc3ccccc3c2)CC1 | 8% | -7% | 64% | i | 16µM*
CCOc1ccc(CNCc2ccccc2Cl)cc1 | -11% | 21% | 70% | 2.7% | -4%
O=C(Nc1ccc(Cl)cc1Cl)c1ccc2ncsc2c1 | -6% | -2% | -1% | 1.6% | 6%
CCN1C(=O)[C@H]2[C@@H](c3ccc(-c4ccc(OC)cc4)c(OC)c3)N[C@@](C)(C(=O)OC)[C@H]2C1=O | -7% | -29% | 11% | 0.4% | 1%
CCCCCc1ccc(S(=O)(=O)Nc2cc(C)ccn2)cc1 | 2% | -6% | 12% | i | 2%
CN1CCN(S(=O)(=O)c2cccc(S(=O)(=O)c3ccc(Cl)cc3)c2)CC1 | 1% | -4% | 9% | 0.1% | -1%
COc1cc(C2/C(=C(\O)c3ccc4c(c3)CC(C)O4)C(=O)C(=O)N2c2nnc(C)s2)cc(OC)c1OC (stereo not drawn) | -5% | 6% | -1% | i | 0%
O=C(Cn1c(COc2ccccc2)nc2ccccc21)Nc1cccc(Cl)c1 | -1% | -1% | -16% | i | -1%
CC(C)Cc1nc(N2CCN(C(=O)c3ccco3)CC2)c(C#N)c2c1CCC2 | 12% | -7% | 22% | 7.4% | 29%
COc1cc(/C=C2\SC(=Nc3cccnc3)NC2=O)cc(OC)c1OC | · | 5% | -16% | 1.3% | -2%
Cn1cc(CN2CCC(n3nccc3NC(=O)Cc3ccccc3)CC2)cn1 | -5% | -13% | -7% | 1.5% | 4%
c1cncc(-c2nn[nH]n2)c1 | -5% | 0% | -11% | 2.9% | 0%
COC(=O)[C@H](Cc1ccc(O)cc1)NC(=O)Cn1ccc(NC(=O)OCc2ccccc2)nc1=O | -6% | · | 20% | i | -8% | inhibitors of VEEV 10K pilot screen=0.4
COc1cc(OC)cc(C(=O)NNC(=O)Cc2cccs2)c1 | -3% | · | 28% | 3.1% | -6%
OC(CN1CCc2ccccc2C1)c1ccccc1 (stereo not drawn) | -3% | 1% | 10% | 0.2% | -5%
CC(=O)c1ccc(Sc2ccccc2N)c([N+](=O)[O-])c1 | · | 10% | -7% | i | 0%
COc1ccc(C2C(C#N)=C(/N=C/N3CCN(C)CC3)OC3=C2C(=O)CC(C)(C)C3)cc1 (stereo not drawn) | 1% | -3% | 6% | i | 3%
O=C(c1cc2ccccc2o1)N1CCN(c2ccccn2)CC1 | 22% | -4% | 33% | 13% | 4%
O=C(O)COc1ccccc1/C=N/NC(=O)c1ccc2c(c1)OCCO2 | -3% | 0% | -17% | 3.2% | 2%
CC(=O)N(C)c1ccc(NC(=O)COc2ccc(Br)cc2C)cc1 | -3% | -3% | 30% | 0.4% | 3%
O=C(COC(=O)Cc1ccccc1[N+](=O)[O-])NC1CCCC1 | -11% | -1% | 1% | 0.9% | 4%
CC12CCC(C(=O)NNc3ccc([N+](=O)[O-])cc3)(OC1=O)C2(C)C (stereo not drawn) | 2% | 0% | 77% | i | ?
COc1ccc(-c2noc(N3CCC(C(=O)N(C)c4ccccc4)CC3)n2)cc1 | 28% | 2% | 31% | 5.2% | 5% | inhibitors of VEEV 10K pilot screen=2.7
Cc1nc2sc(C(c3ccc(Br)cc3)N3CC(C)OC(C)C3)c(O)n2n1 (stereo not drawn) | 7% | -10% | 29% | i | -2%
Cc1ccc(NC2=CC(=O)CC(C)(C)C2)cc1C | -8% | 13% | 19% | 0.4% | -17%
COc1ccc(Cl)cc1NC(=O)CSc1nc(C)cc(C)n1 | 1% | 1% | 28% | 0.6% | -2%
CCSc1nnc(NC(=O)CSc2nnc(-c3c[nH]c4ccccc34)n2CC)s1 | -4% | -6% | 19% | 1.3% | -4%
NS(=O)(=O)c1ccc(CNC(=S)NC2CCCC2)cc1 | -2% | 2% | 5% | 1.1% | 4%
CCOc1ccccc1C1CC(=O)NC(SCC(=O)Nc2nccs2)=C1C#N (stereo not drawn) | -9% | 8% | 1% | 0.6% | -3%
COC(=O)c1cc(OC)c(OC)cc1NC(=O)c1ccc(C)cc1 | 3% | -6% | 2% | 7.5% | 3%
COc1ccc(C2C(C#N)=C(SC)NC3=C2C(=O)CC(C)(C)C3)cc1 (stereo not drawn) | -1% | -9% | 14% | i | -7%
CCCC(=O)c1cc2c(cc1NC(=O)CC)OCCO2 | 1% | 1% | 8% | i | -8%
CCCCOC(=O)CCn1[nH]c(=O)c2ccccc2c1=O | -8% | 1% | 0% | i | -8%
CN1CCN(c2ccc(NC(=O)c3ccc(C#N)cc3F)cc2Cl)CC1 | 1% | -2% | 11% | i | -5%
Nc1nc(=O)n(C2CCCO2)cc1Br (stereo not drawn) | 8% | · | · | i | ·
O=S(=O)(c1ccc(F)cc1)N1CCN(CCOc2ccccc2)CC1 | -2% | · | 15% | i | 1%
Cc1ccc(-c2nnc(-c3ccc(Br)cc3)o2)o1 | 2% | -3% | 62% | 5.5% | 2%
CC(C)[C@H](NC(=O)N1CC(=O)Nc2ccccc21)C(=O)Nc1nccs1 | 1% | 7% | 9% | 3.5% | 2%
CCN(C(=O)c1cnc(N2CCN(c3ncccn3)CC2)c2ccccc12)c1cccc(Cl)c1 | 4% | -1% | · | 6.6% | 34%

Next section; the last two above are carried over.
SMILES | influenza NS1A | Salmonella PhoP GFP | tuberculosis growth | inhibitors of VEEV | M. tuberculosis HTS | others
CC(C)[C@H](NC(=O)N1CC(=O)Nc2ccccc21)C(=O)Nc1nccs1 | 1% | 7% | 9% | 3.5% | 2%
CCN(C(=O)c1cnc(N2CCN(c3ncccn3)CC2)c2ccccc12)c1cccc(Cl)c1 | 4% | -1% | · | 6.6% | 34%
CC(C)NC(=O)c1ccc(COCC(F)(F)F)cc1 | 7% | -6% | 6% | 0.1% | 0%
COc1cc(C(=O)NC23CC4CC(CC(C4)C2)C3)cc(OC)c1OC | 19% | 8% | -15% | 0.5% | -5%
O=[N+]([O-])c1cc(S(=O)(=O)Nc2ccc(Cl)cc2)ccc1N/N=C/c1ccncc1 | 2% | -17% | -2% | 0.7% | -3% | inhibitors of VEEV 10K pilot screen=0.2
CCc1ccccc1NC(=O)CCC(=O)OCC(=O)c1ccc(-c2ccccc2)cc1 | -4% | -3% | 28% | 5.2% | 0%
O=C1CC(Sc2ncccn2)C(=O)N1c1ccccc1C(F)(F)F (stereo not drawn) | -5% | -4% | 82% | 1.5% | -9%
COc1ccccc1N1CCN(C(c2cc3ccc(C)cc3[nH]c2=O)c2nnnn2C2CCCC2)CC1 (stereo not drawn) | 12% | 9% | 26% | 8.4% | -10%
CC(C)CCNC(=O)c1onc(CSc2ccccc2)c1C(=O)NCCC(C)C | -5% | -5% | -1% | i | 10%
COc1ccc(NC(=O)CN(C)S(=O)(=O)c2ccc3c(c2)NC(=O)CS3)cc1 | -6% | 4% | 2% | i | 7%
Cc1noc(C)c1S(=O)(=O)NCCc1ccc(S(N)(=O)=O)cc1 | -1% | -2% | -4% | 3.4% | 1%
CCSc1nnc2c(n1)OC1(CCCC1)Nc1ccccc1-2 | -11% | -2% | 5% | 2.2% | -7%
CCOC(=O)c1cnc(-n2nc(C)cc2C)nc1N(C)C | 2% | 1% | ? | i | ?
CCc1nnc(SCC(=O)Nc2ccc3c(c2)OCO3)o1 | -2% | -19% | 8% | 1.5% | 65%
S=c1[nH]nc(-c2ccccc2)c2ccccc12 | -3% | 3% | 0% | 1.5% | -1% | inhibitors of VEEV 10K pilot screen=0.3
Cc1ccc(C(C(=O)Nc2ccc3c(c2)OCO3)N(C)C(=O)/C=C\c2ccc3c(c2)OCO3)cc1 (stereo not drawn) | 5% | 22% | 49% | 2.7% | ? | inhibitors of VEEV 10K pilot screen=7.7
CCOC(=O)c1c(NC(C)=O)sc2c1CCN(Cc1ccccc1)C2 | -2% | 0% | 13% | ? | 6%
